TDP43 rescue: qHTS of TDP-43 Inhibitors; actives 1.8% (n = 410,000); Potency, µM (titrated, usually from 46.1 µM), without a hit: top-dose growth rescue (activation), usual class: activators; AID 652104, 2013; TDP-43 expressing yeast growth rescue, BacTiter-Glo, 24 h; also: potency is read from the fitted curve at half-maximal effect; % of control where 0% means no effect; nearly all actives have a fitted effect of over 50% in size
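Growth rescue of TDP-43-toxic yeast measured as ATP luminescence (BacTiter-Glo). Cells grown to mid-log in raffinose, induced in galactose at OD600=0.02, exposed to compound 24 hr at 30 deg C.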
aSyn yeast inh: qHTS of alpha-syn Inhibitors. actives 0.14% (n = 370,000). Yeast expressing alpha-synuclein, growth rescue, BacTiter-Glo, 24 h. Potency, µM (doses to about 46.1 µM), for inactives: top-dose growth rescue (activation), most hits filed as activators; also: potency is read from the fitted curve at half-maximal effect; % of control where 0% means no effect; nearly all actives have a fitted effect of over 65% in size
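Rescue of yeast growth: cells expressing toxic alpha-synuclein, induced in galactose at OD600 0.02, incubated with compound 24 h at 30 C. ATP luminescence quantified growth; inhibitors of toxicity appear as activators.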
Abeta rescue: qHTS for compounds that reverse cellular toxicity of Amyloid beta (A-beta) peptide in yeast: Primary Screen. yeast expressing A-beta42, growth rescue, OD600, 48 h; response scale: 0% DMSO, 100% iron-clioquinol control. Potency, µM (highest dose often 46.1 µM), for inactives: at the top dose growth rescue, usual class: activators. actives 0.063% (n = 410,000). AID 1347071, 2019; also: potency is read from the fitted curve at half-maximal effect; nearly all actives have a fitted effect of over 55% in size
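Growth rescue measured by 600 nm absorbance after 48 h yeast culture at 30 C with compound. Values normalized between DMSO and an equimolar ferric chloride plus clioquinol control.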
GLP1R ag: qHTS of GLP-1 Receptor Agonists; Glucagon-like peptide 1 receptor (Homo sapiens), P43220; HEK293 GLP-1R CRE-luciferase, luminescence, 4-6 h; cells express a hypersensitive GLP-1R form; Potency, µM (series often up to 45.6 µM), for the others: top-dose activation, usual class: activators; actives 0.007% (n = 380,000); AID 624172, 2012; also: potency is read from the fitted curve at half-maximal effect; % of control where 0% means no effect
Target sequence (P43220 whole entry, looked up): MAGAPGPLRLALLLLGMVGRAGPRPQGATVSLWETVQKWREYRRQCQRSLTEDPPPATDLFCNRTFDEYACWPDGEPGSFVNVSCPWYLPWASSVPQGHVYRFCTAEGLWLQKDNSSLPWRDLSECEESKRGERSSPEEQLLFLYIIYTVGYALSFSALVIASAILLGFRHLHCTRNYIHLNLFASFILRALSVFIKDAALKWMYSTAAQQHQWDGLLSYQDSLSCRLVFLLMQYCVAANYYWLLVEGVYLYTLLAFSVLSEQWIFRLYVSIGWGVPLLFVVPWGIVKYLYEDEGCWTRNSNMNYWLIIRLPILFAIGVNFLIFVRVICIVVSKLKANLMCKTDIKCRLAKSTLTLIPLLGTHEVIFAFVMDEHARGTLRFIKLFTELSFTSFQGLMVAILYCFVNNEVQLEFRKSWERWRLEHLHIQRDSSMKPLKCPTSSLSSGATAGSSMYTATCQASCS
DRD3 antagonist: qHTS of D3 Dopamine Receptor Antagonist: qHTS; AID 652054, 2013; D(3) dopamine receptor (Homo sapiens), P35462; actives 2.5% (n = 360,000); D3R cells, DiscoveRx beta-arrestin luminescence, antagonist mode; active compounds read low; max response, negative = inhibition, %; in the data active = max response below about -50%; inconclusive = no clear call, values can overlap the other calls; also: % is scaled to controls: 0 for no effect and ±100 for the full control effect; mostly tested at two doses, the higher about 12 µM
Target sequence (P35462 whole entry, looked up): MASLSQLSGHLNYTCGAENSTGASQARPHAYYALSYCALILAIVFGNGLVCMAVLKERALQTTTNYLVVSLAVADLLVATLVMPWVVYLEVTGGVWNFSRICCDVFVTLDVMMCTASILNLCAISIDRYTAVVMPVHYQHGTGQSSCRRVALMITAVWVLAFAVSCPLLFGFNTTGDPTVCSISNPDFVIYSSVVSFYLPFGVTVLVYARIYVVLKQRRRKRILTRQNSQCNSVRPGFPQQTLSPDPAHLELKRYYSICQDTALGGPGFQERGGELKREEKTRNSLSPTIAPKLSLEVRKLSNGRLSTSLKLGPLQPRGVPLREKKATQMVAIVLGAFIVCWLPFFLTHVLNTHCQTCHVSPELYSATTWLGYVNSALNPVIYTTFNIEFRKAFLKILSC
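Cells plated overnight at 1500 cells/well, then exposed to library compounds with dopamine controls for 90 minutes at 37 degrees C. DiscoveRx reagent added for 30–60 minutes at room temperature; luminescence read, quantitative HTS format.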
GLP1R inv ag: qHTS of GLP-1 Receptor Inverse Agonists (Inhibition Mode); Potency, µM (doses to about 38.3 µM), inactives show top-dose activity change, negative = inhibition, usual class: inhibitors; actives 1.6% (n = 410,000); Glucagon-like peptide 1 receptor (Homo sapiens), P43220; HEK293 GLP-1R CRE-luciferase, luminescence, 24 h; GLP-1R form is constitutively active; also: potency is read from the fitted curve at half-maximal effect; % is scaled to controls: 0 for no effect and ±100 for the full control effect; nearly all actives have a fitted effect of over 55% in size
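Stable HEK293 clone (constitutively active GLP-1R + cAMP-response luciferase); 200 cells/uL plated, 12 h pre-culture, compound 24 hr, 37 deg C/5% CO2; detection reagent 12 min RT; luminescence.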
FUS yeast rescue: qHTS for Suppressors of FUS Proteinopathy: Primary screen using FUS-linked yeast assay; AID 1347120, 2019; actives 0.24% (n = 390,000); S. cerevisiae FUS-expressing, growth rescue, OD600, 24 h; Potency, µM (series often up to 76.6 µM), inactives show at the top dose growth rescue (activation), actives largely listed as activators;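 also: potency is read from the fitted curve at half-maximal effect; plate controls were DMSO vehicle for no effect and reference control for full effect; nearly all actives have a fitted effect of over 55% in size; some results filed as inactive show a strong effect at the top dose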
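Restored growth of FUS-toxic S. cerevisiae, read as 600 nm absorbance after 24 h at 30C in galactose medium (starting OD 0.005). Controls CP55940 and DMSO.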
PTHR1 ag: qHTS for PTHR1 Agonists: Primary Screen; Parathyroid hormone/parathyroid hormone-related peptide receptor (Homo sapiens), Q03431; Potency, µM (top dose mostly 115 µM), inactives show at the top dose activation, actives largely listed as activators; HEK293 GP2 PTHR1 cells, GloSensor cAMP luminescence, 1 h; actives 0.075% (n = 410,000); also: potency is read from the fitted curve at half-maximal effect; nearly all actives have a fitted effect of over 55% in size; some results filed as inactive show a strong effect at the top dose; inactives centre near -15; many of its hits are not listed in these tables
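HEK-293-derived GP2 cells expressing PTHR1 and a GloSensor cAMP reporter, 3,000/well, plated overnight, given luciferin plus IBMX (each 0.5 mM as added) for 1 h at 37 °C, then compound for 1 h at 37 °C. Luminescence was read after 15 min at room temperature.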
pAkt inh: HTS Assay for Inhibitors of Akt Phophorylation: Primary Screen; Neuro2A IGF-stimulated pAkt S473 HTRF, 20 min; active compounds read low; activity change, % for hits at 50 µM; actives 0.32% (n = 360,000); in the data active = activity change below about -80%; inconclusive = mostly about -51% to -80%; also: % is scaled to controls: 0 for no effect and ±100 for the full control effect
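Neuro2A cells (4,500/well, DMEM with 0.5% FBS) were treated with compound at a single 50 µM final concentration, stimulated with 6 nM IGF for 20 min at 37 °C, and lysed. Phospho-Akt Ser473 was read by HTRF as 665/615 ratio ×10^4.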
* marks the source's active call; other numbers are inactive results; i = inactive; ? = inconclusive; nt = no result given; [ ] = another dose, or the depositor's remark. Unless noted, calls follow the shape of the dose curve; as a rule, active = well fitted curve in the direction sought with a large enough effect; inconclusive = small, poorly fitted or top-dose-only effect, or another doubt; inactive = no such curve, though single readings can be large; an effect the other way counts as inactive or inconclusive. The list is partial; the hit share may differ from the screen's.

SMILES	TDP43 rescue	aSyn yeast inh	Abeta rescue	GLP1R ag	DRD3 antagonist	GLP1R inv ag	FUS yeast rescue	PTHR1 ag	pAkt inh
COc1ccc(NC(=S)Nc2ccccc2F)c(OC)c1	12%	6%	-7%	-1%	25	12%	50%	-1%[57.5 µM]	i
O=C(CSc1nc2ccc(NC(=O)c3ccccc3C(=O)O)cc2s1)Nc1c(Cl)cccc1Cl	-11%	11%	7%	12%	3	1%	30%	-16%	i
COc1cccc(NC(=O)c2ccc(-c3ccc([N+](=O)[O-])cc3)o2)c1	-14%[9.22 µM]	-8%	-3%	12%	-10	17%	18%	-39%[inhibitor]	i
COc1cccc(/C=C/C(=O)OCC(=O)Nc2ccc(Cl)c(S(=O)(=O)N(C)C)c2)c1	-1%	5%	-7%	-1%	7	?	17%	i	i
CCc1nc2ccc(C(=O)NCCc3ccc(SC)cc3)cc2nc1CC	22%	nt	8%	nt	nt	35%[activator]	?	-11%	nt
CCOc1ccc(NC(=O)Cn2cc(C(=O)c3ccc(F)cc3)c(=O)c3cc4c(cc32)OCCO4)cc1	4%	nt	-2%	0%	nt	1%	-26%	-8%	nt
O=C(N/C(=C/c1ccccc1)C(=O)N1CCCCC1)c1ccco1	?	-1%	-1%	-5%	-5	-2%	10%	i	i
COCCCNC(=S)N(CCO)Cc1cc2cc3c(cc2[nH]c1=O)OCCO3	16%	4%	-8%	-2%	4	9%	-29%	-57%	i
Cn1ncc(Br)c1C(=O)Nc1cccc(C(F)(F)F)c1	15%	1%	12%	11%	0	-24%	42%	-5%	i
CN(Cc1ccco1)C(=O)C1CCN(c2nnc(-n3cccc3)s2)CC1	10%	6%	-10%	-1%	-9	-4%	22%	i	i
Cc1nn(-c2ccccc2)c(Cl)c1C(=O)OCC(=O)NCCc1ccccc1	21%	11%	-2%	10%	2	?	23%	i	i
CCOC(=O)c1c(NC(=O)C2CC=CCC2C(=O)O)sc(C)c1CC (stereo not given)	-5%	3%	-21%	3%	-6	-8%	24%	i	i
CCOC(=O)c1ccc(NS(=O)(=O)c2cn(C)cn2)cc1	1%	0%	-10%	2%	-11	11%	-27%	-20%	nt
NC(=O)c1ccsc1NC(=O)COC(=O)COc1ccccc1[N+](=O)[O-]	12%	2%	6%	-6%	8	14%	-21%	-21%	i
O=C(CSc1nnc(CNc2ccc(Cl)cc2)o1)Nc1nc2ccccc2s1	-1%	1%	16%	-15%	-8	-8%	24%	i	i
COC(=O)Nc1ncc(CN2C(=O)c3ccccc3C2=O)s1	1%	-9%	15%	4%	12	0%	31%	-3%[57.5 µM]	i
Cc1ccc(C(=O)NCc2ccc(N3CCN(C)CC3)cc2)cc1C	-1%	0%	24%	3%	-13	?	-7%	i	i
Fc1ccccc1-c1nc(-c2ccc(Cl)cc2)no1	-8%	2%	-6%	-15%	22	-6%	6%	-21%	i
CCC(C)NCCOCCOc1ccc(Cl)cc1Br (stereo not given)	-24%	1%	-2%	15%	-83*	?	28%	13%	i
O=c1[nH]c(C2CCN(S(=O)(=O)Cc3ccccc3)CC2)nc2c1nnn2Cc1cccc(Cl)c1	-14%	0%	7%	20%	-4	-9%	?	-13%	i
COC1C(CO)OC(n2c3c(Cl)cccc3c3c4c(c5c6cccc(Cl)c6[nH]c5c32)C(=O)NC4=O)C(O)C1O (stereo not given)	11%	0%	12%	-28%	-19	17%	nt	i	i
COc1ccccc1C(=O)N(CN1CCCC1=O)c1cccc(Cl)c1	24%	7%	2%	-12%	17	-21%	18%	-4%[57.5 µM]	i
CC(=O)Nc1ccc(C(=S)NCCCO)cc1	0%	1%	-5%	-1%	2	-8%	8%	7%	i
OCc1ccccc1-c1ccc2nncn2c1	35µM*	?	-6%	-4%	9	29%	-19%	-21%	i
N#CCCN(Cc1ccccc1)C(C(=O)NC1CCCCC1)C1CC1 (stereo not given)	18%	3%	-9%	-9%	14	-5%	9%	-15%	i

Brought forward from above: 3 entries, then new ones.
SMILES	TDP43 rescue	aSyn yeast inh	Abeta rescue	GLP1R ag	DRD3 antagonist	GLP1R inv ag	FUS yeast rescue	PTHR1 ag	pAkt inh
CC(=O)Nc1ccc(C(=S)NCCCO)cc1	0%	1%	-5%	-1%	2	-8%	8%	7%	i
OCc1ccccc1-c1ccc2nncn2c1	35µM*	?	-6%	-4%	9	29%	-19%	-21%	i
N#CCCN(Cc1ccccc1)C(C(=O)NC1CCCCC1)C1CC1 (stereo not given)	18%	3%	-9%	-9%	14	-5%	9%	-15%	i
Cc1noc(C)c1C(=O)NCc1ccccc1Br	nt	0%	1%	-4%	-8	11%	30%	-19%	i
COc1cc(-c2onc3ccc(Br)cc23)cc(OC)c1OC	4%	0%	-9%	21%	-2	-28%	10%	-10%	i
O=C(CCNS(=O)(=O)c1ccccc1)N1CCOCC1	9%	0%	-5%	-3%	27	5%	4%	i	i
CCOC(=O)c1nc(NCc2ccccc2C)c2ccccc2n1	-1%	-1%	-10%	18%	-1	8%	6%	-10%	i
Cc1ccccc1NC(=O)Nc1ccccc1Br	-13%	-6%	12%	-4%	21	4%	-24%	i	i
CC(C)OC(=O)CC1C(=O)NCCN1C(=S)NC(=O)c1ccccc1 (stereo not given)	-28%	-29%	-8%	-5%	-17	31%	-16%	-5%	i
COc1ccc2cc(-c3ccccc3F)ncc2c1	29%	-16%	-33%	14%	-8	?	3%	-43%[inhibitor]	i
COc1cccc(-c2nc(SCc3cc(=O)c4ccc(C)c(C)c4[nH]3)n[nH]2)c1	-17%	nt	-18%	nt	nt	-30%	-14%	-71%[inhibitor]	nt
CC(C)CCn1c(N2CCOCC2)nc2c1c(=O)n(CC(N)=O)c(=O)n2C	5%	-4%	-4%	16%	16	7%	1%	-2%	i
O=C1NC[C@H](CCCCN2C[C@H](Cc3ccccc3)N(CCc3ccccc3)C(=O)C2=O)N(CCc2ccc(O)cc2)C1=O	-17%	1%	-5%	5%	?	16%	27%	19%	i
COc1ccc(-c2noc(-c3ccc(N4CCN(c5ccccc5OC)CC4)c([N+](=O)[O-])c3)n2)cc1	?	nt	4%	nt	nt	-3%	11%	i	nt
COc1ccc(OC)c(-c2csc(NC(=O)CN3C(=O)C4CCCCC4C3=O)n2)c1 (stereo not given)	2%	3%	16%	5%	-19	?	?	i	i
Cc1cc(OC(C)C(=O)NC(Cc2c[nH]c3ccc(O)cc23)C(=O)O)c2c(C)cc(=O)oc2c1 (stereo not given)	14%	-3%	-8%	-1%	0	5%	4%	-11%	i
NC(Cc1ccc(Cl)cc1)c1csc(Nc2ccc(S(N)(=O)=O)cc2)n1 (stereo not given)	0%	1%	-9%	-4%	10	?	-12%	-3%	i
Cc1nccn1-c1ccc(C=O)cc1	-2%	2%	8%	-4%	2	5%	-5%	i	i
COc1ccc(NC(=S)N2CCC3CC2c2c(Cl)cccc23)c(OC)c1 (stereo not given)	14µM*	2%	-3%	2%	-15	-26%	44%	-38%[inhibitor]	i
O=C(c1cccc(Cl)c1)N1CCN(Cc2ccncc2)CC1	-6%	9%	-7%	5%	14	?	-18%	i	nt
CCc1cc2cc3c(cc2nc1SCC(=O)Nc1nnc(C)s1)OCCO3	0%	-10%	2%	-4%	6	0%	-2%	i	i
CCCC[C@@H]1CNC(=S)N1CCCC	?	3%	25%	16%	7	?	-2%	-25%	i
COc1cc2c(cc1OC)CN(Cc1cc(=O)n3cc(C)ccc3n1)CC2	6%	-3%	6%	-6%	-25	1%	19%	i	i
Nc1cc(OCC(F)(F)F)cc([N+](=O)[O-])c1	24%	4%	-5%	8%	4	6%	-1%	i	i
CCCn1c(=N)n(CC(O)COc2ccc(C)cc2)c2ccccc21 (stereo not given)	8%	0%	6%	12%	6	?	-4%	i	i
COCCNc1c(-c2cc3ccc(C)c(C)c3[nH]c2=O)nc2ccccn12	-9%	3%	-1%	13%	0	-2%	23%	i	i
COc1ccc(-n2nc3cc(C)c(NC(C)=O)cc3n2)cc1	-17%	-1%	-8%	6%	-5	-16%	25%	-33%[inhibitor]	i
CCN(CC)C(=O)C1=C(C)N(Cc2ccc(F)cc2)C(=O)C(CC(=O)NCc2cccc3ccccc23)C1 (stereo not given)	12%	-3%	4%	5%	9	?	9%	-20%	i
CCc1nc2ccccc2c(C(=O)NCc2ccc(OC)cc2)c1C	-17%[0.397 µM]	-7%	6%	23%	-9	-1%	11%	-4%	i
Cc1cc(C(=O)NCCCN2CCCC2=O)no1	-18%	-10%	6%	-5%	5	0%	43%	-4%	i
C[C@H](NC(=O)c1nc[nH]c1C(=O)NCCCCCNC(=O)OC(C)(C)C)c1ccccc1	8%	-6%	1%	2%	12	?	?	-20%	i
CN(CC(=O)Nc1c(Cl)cccc1Cl)C(=O)c1cccc(S(=O)(=O)NCc2ccccc2)c1	17%	2%	-7%	-2%	8	-9%	13%	-9%	i
O=[N+]([O-])c1cccc(S(=O)(=O)NCCc2cccs2)c1	25%	2%	3%	2%	-1	?	-21%	i	i

An excerpt from above in order of number of heavy atoms, lowest first.
SMILES	TDP43 rescue	aSyn yeast inh	Abeta rescue	GLP1R ag	DRD3 antagonist	GLP1R inv ag	FUS yeast rescue	PTHR1 ag	pAkt inh
OCc1ccccc1-c1ccc2nncn2c1	35µM*	?	-6%	-4%	9	29%	-19%	-21%	i
CCc1nc2ccccc2c(C(=O)NCc2ccc(OC)cc2)c1C	-17%[0.397 µM]	-7%	6%	23%	-9	-1%	11%	-4%	i
CN(CC(=O)Nc1c(Cl)cccc1Cl)C(=O)c1cccc(S(=O)(=O)NCc2ccccc2)c1	17%	2%	-7%	-2%	8	-9%	13%	-9%	i
